MBD2 inh – MBD2-methylated oligo binding inhibition | Q9UBB5 | TR-FRET, MBD2 binding to methylated oligonucleotide | inhibition, % at 4.4 µM | actives 0.31% (n = 370,000) | AID 686964; in the data active = inhibition above about 13%
Target sequence (Q9UBB5 whole entry, looked up): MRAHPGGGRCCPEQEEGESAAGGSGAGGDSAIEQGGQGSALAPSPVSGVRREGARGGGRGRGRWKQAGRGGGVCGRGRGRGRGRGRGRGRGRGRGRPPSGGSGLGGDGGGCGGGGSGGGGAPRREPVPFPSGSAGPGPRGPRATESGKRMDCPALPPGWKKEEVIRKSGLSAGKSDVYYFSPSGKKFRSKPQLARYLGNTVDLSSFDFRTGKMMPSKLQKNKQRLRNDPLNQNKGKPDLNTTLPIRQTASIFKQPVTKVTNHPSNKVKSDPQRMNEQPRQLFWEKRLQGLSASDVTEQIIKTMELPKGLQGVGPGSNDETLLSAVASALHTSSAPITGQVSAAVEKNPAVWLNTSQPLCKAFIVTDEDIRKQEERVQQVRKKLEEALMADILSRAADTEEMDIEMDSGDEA
UHRF1 binding – blocks human UHRF1 binding to methylated DNA. inhibition, % at 4.4 µM. actives 0.75% (n = 370,000). Q96T88. UHRF1 binding to methylated oligo, TR-FRET; in the data active = inhibition above about 21%;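 also: UHRF1 SRA domain binding a hemimethylated CpG hairpin DNA probe; 0% = median of test compound wells and 100% = reference inhibitor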
PRMT1 FP inh – inhibitors of human PRMT1. Q99873. recombinant PRMT1, activity-based probe fluorescence polarization. inhibition, % at 2.79 µM. actives 1.3% (n = 370,000);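 active = inhibition above about 21% made by adding two undisclosed values, limit read from the data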
TDP2 inh – blocks human TDP2 phosphodiesterase activity | O95551 | recombinant TDP2, T5PNP hydrolysis, p-nitrophenol absorbance 415 nm | inhibition, % at 12.8 µM | actives 0.34% (n = 370,000) | AID 720702;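 active = inhibition above the mean of all tested compounds plus 3 SD, set per campaign, cut at about 25% in these data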;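 also: 0% = DMSO with enzyme and 100% = buffer with substrate but no TDP2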
Target sequence (O95551 whole entry, looked up): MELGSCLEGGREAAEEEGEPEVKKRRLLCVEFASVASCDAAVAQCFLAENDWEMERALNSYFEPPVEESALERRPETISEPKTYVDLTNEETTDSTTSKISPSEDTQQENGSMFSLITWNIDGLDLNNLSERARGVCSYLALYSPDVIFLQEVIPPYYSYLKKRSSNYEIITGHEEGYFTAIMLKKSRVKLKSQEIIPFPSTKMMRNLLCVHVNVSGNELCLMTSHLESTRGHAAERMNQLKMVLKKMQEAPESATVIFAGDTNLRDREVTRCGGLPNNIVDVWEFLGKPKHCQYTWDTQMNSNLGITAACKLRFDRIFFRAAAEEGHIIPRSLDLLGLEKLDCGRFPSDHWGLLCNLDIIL
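Assay system: Recombinant human TDP2 | Quantity: 120 nM TDP2 per well | Incubation: 2 h at 37 °C | Signal: Epi absorbance | Evaluation: Percent inhibition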
KLK7 zymogen act – activates the human kallikrein-7 zymogen; AID 652039; purified proKLK7, EDANS-DABCYL substrate fluorescence; 100% is mature enzyme control, 0% vehicle; P49862; actives 0.9% (n = 370,000); activation, % at 7 µM;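 active = activation above the mean of all tested compounds plus 3 SD, computed per campaign excluding outliers beyond control limits, cut at about 13% in these data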
DDE Tn6 FP inh – inhibitors of Tn6 peptide binding to human fibrin DD(E). P02675. inhibition, % at 8.3 µM. actives 0.21% (n = 370,000). Fibrin DD(E) TRITC-Tn6 fluorescence polarization displacement;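 active = inhibition above a per-campaign cutoff: mean of compounds within control limits plus 3 SD, cut at about 15% in these data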;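 also: 0% = median of all compound wells on the plate and 100% = blocking peptide control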
LEDGF integ inh – blocks HIV-1 LEDGF/p75-dependent DNA integration; TR-FRET IN-LEDGF/p75 DNA integration, Eu/Cy5; AID 743269; inhibition, % at 3.7 µM; actives 0.64% (n = 370,000);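 active = inhibition above the screen-wide mean plus 3 SD, cut at about 13% in these data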;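 also: signal is the Cy5 over europium emission ratio at 671 and 618 nm; 0% = plate median of compound wells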
SIAE inh – inhibitors of human sialic acid acetylesterase SIAE; Q9HAT2; SIAE FP-Rh probe binding, fluorescence polarization; inhibition, % at 9.66 µM; actives 0.69% (n = 370,000);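 active = inhibition above a cutoff: mean of compounds within the control limits plus 3 SD of those, cut at about 17% in these data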;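 also: 0% = plate median of compound wells and 100% = probe without SIAE protein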
TCR-CD3 inh – human TCR-CD3 binding inhibition; TAMRA-labeled TCR probe fluorescence, biochemical; actives 0.37% (n = 360,000); AID 651800; inhibition, % at 9.4 µM; in the data active = inhibition above about 19%;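 also: recombinant mutant TCR 2C K166C tagged with TAMRA read by polarization; 0% = receptor in buffer alone and 100% = receptor with positive control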
Tn7 DDE FP – inhibitors of Tn7 peptide binding to human fibrin DD(E); P02675; FP displacement of FITC-Tn7 peptide from fibrin DD(E); 0% = median of compound wells per plate; inhibition, % at 8.3 µM; actives 0.13% (n = 370,000); AID 720508;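 active = inhibition above the mean of compounds falling within the control limits plus 3 SD of them, cut at about 14% in these data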;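 also: 0% = plate median of compound wells and 100% = 10 µM Aha-Tn7 peptide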
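Assay system: human fibrin DD(E) protein / Input: 2 µM fibrin DD(E) / Benchmarks: high control of 10 µM Aha-Tn7 peptide / Measured by: fluorescence polarization of the labelled Tn7 tracer / Medium: Tris buffer with calcium and detergent, pH 7.8 / Timing: 10 min compound pre-incubation, 3 h probe incubation at room temperature / Repeats: one replicate per compound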
* marks the source's active call; other numbers are inactive results. Compounds as they come (roughly 4.6% active in at least one column).

MBD2 inh	UHRF1 binding	PRMT1 FP inh	TDP2 inh	KLK7 zymogen act	DDE Tn6 FP inh	LEDGF integ inh	SIAE inh	TCR-CD3 inh	Tn7 DDE FP	molecule
-2	-1	2	5	-0.1	-12	2	1	6	-2	CCOC(=O)c1csc(NC(=O)Nc2cccc(OC)c2)n1
-2	-2	-2	3	0.3	2	-1	-12	4	-4	O=C(NCc1ccc(Cl)cc1)c1ccc(-c2ccc(F)c(F)c2)c2ccoc12
3	4	3	-8	2.6	-2	-8	-6	-6	0	COc1ccc(CNC(=O)CN(C(=O)c2snc(C(N)=O)c2N)c2ccccc2F)cc1
1	2	-1	-4	-0.5	-5	5	1	-5	-1	CC1CCCC(NC(=O)c2ccc3c(c2)NC(=O)CS3)C1C (stereo not given)
0	0	-2	2	0.1	-1	-2	0	2	9	CCCn1c(SCC(=O)NC)nc2sc3c(c2c1=O)CCC3
1	0	1	5	-0.1	-6	1	4	-4	5	CCc1ccc(-c2nc(CN3CCC(C(=O)NCc4ccccc4OC)CC3)c(C)o2)cc1
-1	1	-4	16	36*	-3	-3	1	4	-5	Cc1c(O)ccc2c(CC(=O)N[C@@H](Cc3ccccc3)C(=O)O)cc(=O)oc12
5	-2	-1	-5	-0.1	0	0	0	3	-5	Cc1cc(Oc2ccc(Br)cc2)nc(SCC(=O)c2ccccc2)n1
3	-1	24*	-6	0.1	-10	1	-3	-3	-5	CC(C)CN1C(=O)NC(NS(=O)(=O)c2ccc(N)cc2)(C(F)(F)F)C1=O (stereo not given)
1	4	1	-1	-0.4	-8	2	-6	-5	-7	Cc1cccc(C)c1NC(=O)C(c1ccccc1)N1CCOCC1 (stereo not given)
-10	-6	4	-5	0.6	7	2	3	13	2	C=CC1=C2C=C(C3CC3)N(C3CC3)C=C2C(=O)C(C)(OC(=O)c2ccco2)C1=O (stereo not given)
-7	16	4	-4	-0.1	-8	-7	-14	-9	2	COc1ccc(Nc2nc3ccc(C)cn3c(=O)c2/C=N/O)cc1
-2	-2	-3	14	-0.2	4	4	13	3	3	Cc1ccc(C(=O)N/C(=C\c2cccs2)C(=O)N2CCN(C)CC2)cc1C
3	-2	-1	-4	-0.2	-1	-2	-12	4	-1	CCNC(=O)C1(C)CCCN(Cc2ccc(Oc3ccccc3)cc2)C1 (stereo not given)
2	1	-2	0	0.0	2	1	-5	8	2	CC1CN(C(=O)CSc2nc(N)c(NC(=O)c3ccc(C(F)(F)F)cc3)c(=O)[nH]2)CC(C)O1 (stereo not given)
1	-2	1	-3	-0.1	4	2	0	6	-7	CCN(C[C@H]1N[C@@](Cc2ccccc2)(C(=O)OC)[C@H]2C(=O)N(Cc3ccccc3)C(=O)[C@@H]12)S(=O)(=O)c1ccc(C(C)(C)C)cc1
-1	13	18	-1	0.7	1	25*	13	6	-5	COC(=O)CCCC1=CC2=CC(=O)C(C)(OC(=O)c3cccs3)C(=O)C2=CN1Cc1ccco1 (stereo not given)
2	1	1	-5	0.5	1	1	1	4	-8	Cc1ccc(C)c(N2CCN(C(=O)c3csc(C)c3C)CC2)c1
0	-1	-3	2	-0.2	1	0	2	-1	2	CCn1c(C(C)NC(=O)c2cccs2)n[nH]c1=S (stereo not given)
0	-2	1	11	-0.9	-1	2	7	4	-2	COc1ccc(Cl)cc1-c1nc(SCC(=O)NC(C)C)n[nH]1
0	1	3	5	-0.3	1	-3	-1	-2	0	Cc1cccnc1CCNC(=O)C1CCC(=O)N(Cc2cccc(F)c2)C1 (stereo not given)
5	-4	106*	-7	0.5	-2	0	1	-1	-2	NC(=O)C1Cc2ccccc2CN1C(=O)c1cccc(Oc2ccccc2)c1 (stereo not given)
5	1	2	-3	-0.2	-4	1	2	-3	2	Cc1ccc(C(=O)OCC(=O)NNC(=O)c2ccc([N+](=O)[O-])cc2)o1
0	0	1	1	-1.2	0	-3	7	-4	8	CN(C)c1ccc(/C=N/NC(=O)c2ccccn2)cc1
-4	-2	-1	4	0.3	-1	3	-6	5	-4	Cc1ccccc1C(=O)Nc1ccc(N2CCN(C)CC2)nc1
1	-1	-10	-10	0.1	12	3	-3	-2	-8	Cc1cccc(OC(=O)c2ccc3c(=O)n4c(nc3c2)CCC4)c1
1	-1	1	1	0.5	1	-1	1	3	10	Cc1ccc(CNC(=O)CCCc2nc3ccccc3s2)cc1
1	1	0	-7	0.3	-2	1	-3	-12	-11	Cc1ccc(S(=O)(=O)N(Cc2c(F)cccc2Cl)C(=O)N2CCN(C)CC2)cc1
-6	-1	3	-12	-0.2	2	0	-7	12	4	CC1CN(CC(O)COC2CCC(C(C)(C)C)CC2)CC(C)O1 (stereo not given)
4	-5	0	9	-1.1	-2	0	5	-1	4	Oc1ccccc1N1CCN(c2ncnc3sc(-c4ccccc4)cc23)CC1
-5	-2	-1	8	-0.3	6	2	-3	10	-6	O=C(Cn1nc(Cc2cccnc2)c2ccccc2c1=O)NCC1COc2ccccc2O1 (stereo not given)
5	4	3	12	0.0	2	3	-6	1	2	COc1ccccc1N1CCN(C(=O)CSc2nc(C)c(C)c(=O)[nH]2)CC1
0	-1	5	3	-0.6	8	-2	3	-1	2	Cc1c(NN=C(C#N)C#N)c(=O)n(-c2ccccc2)n1C
-4	-9	1	18	-0.5	-2	-3	-1	3	6	COc1ccc(-c2[nH]nc3c2C(c2ccc(OC(=O)N4CCOCC4)cc2)C(C#N)=C(N)O3)cc1 (stereo not given)
0	4	65*	-2	-0.6	-1	0	1	-5	5	O=C1CC(NC23CC4CC(CC(C4)C2)C3)C(=O)N1c1ccc2c(c1)OCO2 (stereo not given)
6	3	4	-3	-0.5	3	3	7	0	1	Nc1cc(N)nc(SCC(=O)Nc2cc(S(=O)(=O)N3CCOCC3)ccc2Cl)n1
2	0	2	5	0.1	-2	-2	1	0	-8	CCCCOC(=O)C1=C(C)NC(=O)NC1c1cc2c(cc1Br)OCO2 (stereo not given)
1	-1	1	9	-0.5	-6	-1	-4	1	5	N/C(=N\OC(=O)C1CCCCC1)c1ccc(Br)cc1
4	-3	-1	12	3.5	3	-2	-2	-2	0	O=C(Nc1nccs1)c1cccc(NC(=O)C(F)(F)F)c1
3	5	0	3	-0.6	7	-4	-3	-4	3	COc1ccc(CNC(NC(=O)c2ccccc2)(C(F)(F)F)C(F)(F)F)cc1
4	-1	5	1	0.6	3	-2	4	-8	-2	COc1ccc(CNC(=O)Cn2cnc3c(OCc4ccccc4)ncnc32)cc1
3	0	5	-2	0.0	-2	-2	1	3	0	O=C(O)/C(CC(=O)c1ccc(Cl)cc1)=N/Nc1ccc([N+](=O)[O-])cc1[N+](=O)[O-]
0	2	5	2	0.3	2	1	0	-7	-1	CCNC(=S)N/N=C1\C(=O)c2cccc3cccc1c23
-1	5	0	-6	-0.4	4	0	-1	0	6	COc1ccc(CC(=O)Nc2cc(S(=O)(=O)N3CCCCC3)ccc2C)cc1OC
1	3	-2	4	0.1	2	-2	-2	3	-2	COc1cc(CO)cc(Br)c1OCC(=O)Nc1cccc2ccccc12
-3	1	-5	-6	0.1	-2	1	0	2	-5	CC(CCc1ccccc1)NCC(O)COc1ccccc1 (stereo not given)
-3	-3	-8	-10	1.1	-5	6	-1	-2	2	CO/N=C(\Cn1ncc(N2CCOCC2)c(Br)c1=O)c1ccc(Cl)cc1
3	-4	1	7	19*	5	3	-2	4	-1	CCCCN(C(=O)NC(=O)Nc1ccc(C)cn1)S(C)(=O)=O
4	-4	0	-12	0.0	-7	5	-8	1	-5	COc1cccc(CN(CCC(C)C)S(=O)(=O)c2cc(Br)ccc2Br)c1
7	4	2	-15	0.4	-3	-1	-4	1	0	COC(=O)CCC(=O)NC(=S)Nc1cc(Cl)ccc1Cl
4	1	-2	-2	-0.2	-1	0	-9	2	-12	Cc1ccc2[nH]c(=O)c(CN(CCO)C(=O)NCc3ccccc3)cc2c1
0	1	-6	-20	0.0	-4	1	-5	-2	1	CCC(=O)Nc1cccc(-n2nnnc2SCC(=O)N(C(C)C)C(C)C)c1
3	7	0	1	0.4	-1	0	4	-3	3	CS(=O)(=O)N(CC(=O)N1CCCCC1)c1sc2c(c1C#N)CCCC2
-4	2	-2	4	-0.1	-1	2	-5	16	-9	CC(=O)c1cccc(N2C(=NC(=O)COc3ccccc3)SC3CS(=O)(=O)CC32)c1 (stereo not given)

In the list so far, these have a CF3 group:
MBD2 inh	UHRF1 binding	PRMT1 FP inh	TDP2 inh	KLK7 zymogen act	DDE Tn6 FP inh	LEDGF integ inh	SIAE inh	TCR-CD3 inh	Tn7 DDE FP	molecule
3	-1	24*	-6	0.1	-10	1	-3	-3	-5	CC(C)CN1C(=O)NC(NS(=O)(=O)c2ccc(N)cc2)(C(F)(F)F)C1=O (stereo not given)
2	1	-2	0	0.0	2	1	-5	8	2	CC1CN(C(=O)CSc2nc(N)c(NC(=O)c3ccc(C(F)(F)F)cc3)c(=O)[nH]2)CC(C)O1 (stereo not given)
4	-3	-1	12	3.5	3	-2	-2	-2	0	O=C(Nc1nccs1)c1cccc(NC(=O)C(F)(F)F)c1
3	5	0	3	-0.6	7	-4	-3	-4	3	COc1ccc(CNC(NC(=O)c2ccccc2)(C(F)(F)F)C(F)(F)F)cc1

Assay outcomes (PubChem)
